PvdQ acylase – P. aeruginosa PvdQ acylase inhibition; inhibition, % at 10 µM; purified PvdQ acylase, fluorescence plate reader; 340,000 compounds, 0.063% hits; in the data active = inhibition above about 30%, passing the limit was not always enough;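 also: 0% = vehicle neutral wells and 100% = reference inhibitor wells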
dFosB act – activators of mouse delta FosB homodimer | activation, % at 25 µM | P13346 | 340,000 compounds, 0.99% hits | purified delta FosB, TAMRA-CDK5 oligo fluorescence polarization; percent of positive-control signal above neutral wells;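 active = mean activation above about 17%, with every replicate also reaching it, limit read from the data, passing the limit was not always enough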;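 also: fluorescence polarization rise as delta FosB binds a TAMRA Cdk5 AP-1 oligo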
CAL PDZ FP-1 – CAL PDZ (human) peptide binding inhibition; AID 602252; purified CAL PDZ, TMR-peptide fluorescence polarization, 1 h; 300,000 compounds, 0.92% hits; Q9HD26; inhibition, % at 24.9 µM;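 active = mean inhibition of at least 30% with at least half of replicates also reaching 30%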;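 also: 0% = DMSO neutral control and 100% = excess unlabeled competitor peptide PRC23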
SR-BI DiI inh – inhibitors of mouse SR-BI mediated HDL lipid uptake; Q61009; ldlA[mSR-BI] CHO cells, DiI-HDL uptake fluorescence, 3 h; inhibition, % at 12.5 µM; 320,000 compounds, 0.96% hits; AID 488896;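 active = mean replicate inhibition of at least 70% and a set share of replicates each scoring 70 or more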;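 also: 0% = median of neutral control wells and 100% = median of positive control wells; values of inactives mirror those of a sister screen read the other way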
SR-BI DiI-HDL act – SR-BI HDL lipid transfer activation | CHO ldlA[mSR-BI] cells, DiI-HDL uptake fluorescence, 3 h; 100 = double the neutral-control signal | activation, % at 12.5 µM | 320,000 compounds, 0.096% hits | AID 504775;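 active = mean replicate activation of at least 60% and every replicate at or above 60%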;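 also: 0% = median plate neutral-control signal and 100% = twice that signal; values of inactives mirror those of a sister screen read the other way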
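Assay system: LDL receptor-deficient CHO ldlA cells overexpressing murine SR-BI / Medium: BSA-supplemented, HEPES-buffered Ham's F12, pH 7.4 / Probe or stimulus: DiI-labelled HDL at 10 µg/mL final / Timing: compound with DiI-HDL co-incubation, 3 h at 37 °C / Technique: bottom-read cell fluorescence after medium removal, ex 550/em 595 nm / Measure: HDL uptake via cellular fluorescence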
MITF TRPM1 HTS – increases MITF-driven TRPM1 promoter luciferase signal; SK-MEL-5 TRPM1-promoter luciferase, 24 h; % of positive control, neutral wells = 0; activation, % at 12.5 µM; 300,000 compounds, 0.75% hits; AID 588334;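 active = mean activation of at least 80% with every replicate also reaching 80%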;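 also: 0% = neutral control wells and 100% = parthenolide positive control wells; values of inactives mirror those of a sister screen read the other way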
Rtt109 HAT inh – inhibitors of Candida albicans Rtt109/Vps75 histone acetyltransferase. purified Rtt109/Vps75, ThioGlo CoA-SH fluorescence, 4 h. inhibition, % at 34.9 µM. 330,000 compounds, 0.16% hits. AID 540336;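 active = inhibition of at least 50% in every replicate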
PfHsp90 set2 – reduces growth (ATP signal) of yeast expressing P. falciparum Hsp90; 310,000 compounds, 0.32% hits; S. cerevisiae expressing PfHsp90, BacTiter-Glo ATP, 48 h; yeast lacking PDR1 and PDR3 efflux regulators; AID 504621; inhibition, % at 9.4 µM;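 active = every replicate shows inhibition above about 80%, whatever the replicate mean, limit read from the data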;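 also: 0% = DMSO neutral controls and 100% = 20 µM radicicol positive controls; yeast relying on Plasmodium falciparum Hsp90 in place of its own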
CAL PDZ FP-2 – inhibitors of human CAL PDZ peptide binding. Q9HD26. purified CAL PDZ, TMR-peptide fluorescence polarization, 1 h. inhibition, % at 20 µM. 330,000 compounds, 0.02% hits. AID 504414;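 active = highest replicate inhibition of at least 40%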;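 also: plate controls were DMSO neutral control wells for no effect and unlabeled competitor peptide control wells for full effect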
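System: purified tagged CAL PDZ domain construct (CerCALP). Schedule: 1 h incubation at room temperature before polarization reading. Medium: 25 mM sodium phosphate pH 7.4, 150 mM NaCl, TCEP, IgG, Thesit. Read-out: percent inhibition from loss of millipolarization. Measured by: FP readout, S and P plane fluorescence. Probe or stimulus: fluorescent TMR peptide probe.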
NSD2 inh – inhibitors of human histone methyltransferase NSD2; O96028; NSD2 peptide methylation, AlphaScreen, 120 min; inhibition, % at 12.5 µM; 310,000 compounds, 0.54% hits; in the data active = inhibition above about 50%
Target sequence (O96028 whole entry, looked up): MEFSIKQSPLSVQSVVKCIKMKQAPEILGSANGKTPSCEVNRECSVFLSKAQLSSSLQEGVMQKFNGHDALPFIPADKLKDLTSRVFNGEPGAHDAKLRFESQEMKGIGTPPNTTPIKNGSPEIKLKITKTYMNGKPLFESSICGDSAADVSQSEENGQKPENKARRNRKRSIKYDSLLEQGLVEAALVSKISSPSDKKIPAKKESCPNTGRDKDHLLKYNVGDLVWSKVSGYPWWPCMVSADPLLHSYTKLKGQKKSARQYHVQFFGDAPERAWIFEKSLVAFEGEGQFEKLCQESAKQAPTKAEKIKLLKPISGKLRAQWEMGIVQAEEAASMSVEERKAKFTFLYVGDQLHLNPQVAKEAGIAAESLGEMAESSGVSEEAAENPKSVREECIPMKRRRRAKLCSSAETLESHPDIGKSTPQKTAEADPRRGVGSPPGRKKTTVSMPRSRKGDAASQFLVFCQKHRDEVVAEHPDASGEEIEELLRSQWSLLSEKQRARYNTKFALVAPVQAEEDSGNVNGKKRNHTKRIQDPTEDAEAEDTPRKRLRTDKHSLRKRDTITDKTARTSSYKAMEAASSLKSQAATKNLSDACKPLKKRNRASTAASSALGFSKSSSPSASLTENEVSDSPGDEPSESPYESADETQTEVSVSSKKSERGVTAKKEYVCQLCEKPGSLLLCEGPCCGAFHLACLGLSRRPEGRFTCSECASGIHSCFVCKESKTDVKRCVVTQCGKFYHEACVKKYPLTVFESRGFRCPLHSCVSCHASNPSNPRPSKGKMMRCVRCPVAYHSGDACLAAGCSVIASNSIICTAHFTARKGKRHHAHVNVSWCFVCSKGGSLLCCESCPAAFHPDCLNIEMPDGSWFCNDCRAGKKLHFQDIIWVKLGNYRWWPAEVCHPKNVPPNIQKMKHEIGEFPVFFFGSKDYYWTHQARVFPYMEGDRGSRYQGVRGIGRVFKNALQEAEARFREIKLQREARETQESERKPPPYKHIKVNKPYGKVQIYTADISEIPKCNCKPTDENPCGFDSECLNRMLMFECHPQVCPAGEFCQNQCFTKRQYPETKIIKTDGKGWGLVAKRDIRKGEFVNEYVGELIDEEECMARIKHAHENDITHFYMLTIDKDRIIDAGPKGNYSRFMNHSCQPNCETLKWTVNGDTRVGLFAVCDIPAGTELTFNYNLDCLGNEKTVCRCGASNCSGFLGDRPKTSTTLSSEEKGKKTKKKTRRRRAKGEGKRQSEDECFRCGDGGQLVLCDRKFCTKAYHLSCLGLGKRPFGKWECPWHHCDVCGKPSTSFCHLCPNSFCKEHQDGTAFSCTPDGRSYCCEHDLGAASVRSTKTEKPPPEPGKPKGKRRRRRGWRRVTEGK
* hit, by the source's call; · = no result given; & = joins results of further samples.

SMILES	PvdQ acylase	dFosB act	CAL PDZ FP-1	SR-BI DiI inh	SR-BI DiI-HDL act	MITF TRPM1 HTS	Rtt109 HAT inh	PfHsp90 set2	CAL PDZ FP-2	NSD2 inh
O=C(COC(=O)C1CCCCC1)NCCc1ccccc1	3.3	-3.3	-0.3	-33.9	33.9	6.2	46.3	4.9	-2.4	-0.9
CC1CCCCN1C(=S)NC(=O)c1ccco1 (configuration not stated)	-5.3	-8.8	·	-8.6	8.6	0.8	8.2	-6.6	0.3	1.4
O=C(COC(=O)c1ccc(O)cc1)Nc1cccc(S(=O)(=O)NC2=NCCC2)c1	-4.6	-5.0	-6.9	-1.6	1.6	-1.1	-3.4	-9.6	-1.7	0.3
CC(C)(C)c1nc(NC(=O)Nc2ccccc2)sc1Br	-20.3	-6.3	·	45.8	-45.8	65.4	8.2	0.3	-0.8	·
COc1cccc(-c2ccc(NC(=O)C3CCCN(CCCn4cccn4)C3)cc2)c1 (configuration not stated)	-4.2	-4.8	12.0	4.3	-4.3	18.1	0.8	14.1	-1.1	-0.1
O=c1[nH]c2c(c(=O)n1Cc1ccccc1)CCC2	-4.9	-2.2	1.0	-25.7	25.7	6.7	-8.8	-17.4	·	-1.3
CCCc1nnc(NC(=O)CCC(=O)NC2CC2)s1	1.3	-2.7	-2.3	-1.3	1.3	5.7	-6.7	15.4	-2.7	-0.5
CCn1c(=O)n(CC)c2cc(S(=O)(=O)N3CCCCC3)c(C)cc21	-14.0	-8.0	-2.7	4.8	-4.8	9.9	0.1	-9.2	·	1.4
O=C(Cn1cc(C(F)(F)F)ccc1=O)Nc1ccc2c(c1)OCCO2	6.9	1.8	-5.5	-3.3	3.3	1.2	12.5	-6.3	-2.8	58.0*
Cc1nn(-c2ccccc2)c(Cl)c1C(=O)NCCCCNC(=O)c1c(C)nn(-c2ccccc2)c1Cl	1.0	4.2	7.0	·	·	-2.4	7.4	-7.2	-0.6	4.8
Cc1cc(C(F)(F)F)nn1-c1nc(-c2ccco2)cc(C(F)(F)F)n1	-15.1	0.5	-9.0	-10.4	10.3	-8.1	-11.6	-21.8	0.7	-1.8
Cc1ccc(CNC(=O)COC(=O)c2cc3c(s2)CCC(C)C3)cc1 (configuration not stated)	-4.7	-10.5	-2.9	-14.8	14.8	-12.5	-6.9	5.2	-2.1	0.4
CC(C)CCCC(C)NC(=O)c1cc(S(=O)(=O)N2CCCCC2)ccc1N1CCOCC1 (configuration not stated)	-6.5	-6.6	0.1	-23.8	23.8	-1.2	-0.4	-5.5	-0.9	-5.0
CSc1ccccc1COC(=O)Nc1ccccc1C	-10.4	-2.0	3.6	37.8	-37.8	6.2	-3.2	-23.2	-0.3	-0.2
CN(C)CCN(Cc1ccccc1)c1ccnc(N(C)C)c1C#N	-0.2	-3.7	·	5.9	-5.9	1.8	-1.6	13.2	-1.3	3.0
CC12CCC(C(=O)Nc3ccccc3)(C/C1=N\O)C2(C)C (configuration not stated)	7.9	-1.3	·	-1.5	1.5	-6.0	8.2	·	-0.2	0.3
O=c1c2oc3ccccc3c2ncn1Cc1cccc(Cl)c1	14.8	-0.4	-3.2	-13.8	13.7	-0.6	3.3	·	-2.1	-4.3
COc1cc(/C=N/Nc2ccc(F)cc2F)cc(OC)c1O	5.3	-6.8	1.5	17.3	-17.3	-5.7	4.7	3.6	0.3	1.2
COCC(C)n1c(C)cc(C(=O)COC(=O)c2oc3ccccc3c2C)c1C (configuration not stated)	2.8	1.9	-1.8	19.9	-19.9	11.5	-0.4	6.2	-2.4	-1.3
CN(C)S(=O)(=O)c1ccc(Cl)c(NC(=O)COC(=O)CCC(=O)c2cccs2)c1	6.2	-5.6	-0.7	·	·	-1.4	0.1	-19.3	-2.1	-3.7
O=c1c2c(-c3cccs3)csc2ncn1-n1cccc1	-22.8	2.6	-3.9	-12.9	12.9	14.2	2.7	-25.2	·	-2.5
O=C(O)c1cc(-c2ccc(O)cc2)on1	-14.6	-1.1	-6.5	12.4	-12.4	5.5	-0.1	7.9	-0.6	-2.2
NC(=O)c1ccsc1NC(=O)COC(=O)CNC(=O)c1cccc([N+](=O)[O-])c1	-6.5	-12.3	-4.9	2.6	-2.6	-13.8	7.5	2.3	-1.1	-2.0
CC(C)NC(=O)c1ccc(-n2nc(C(F)(F)F)c3c2CCCC3)cc1	-15.3	-0.3	-3.0	39.9	-39.9	19.3	-32.8	-8.9	-2.5	0.2
CC(Oc1ccc(Br)cc1)C(=O)N1CCC(C(N)=O)CC1 (configuration not stated)	6.0	5.1	-1.0	2.7	-2.7	-15.9	5.3	-12.3	-0.7	-5.1

As entered above.
Cc1ccc(CNC(=O)COC(=O)c2cc3c(s2)CCC(C)C3)cc1 (configuration not stated) – dFosB act = -10.5
COc1cc(/C=N/Nc2ccc(F)cc2F)cc(OC)c1O – PvdQ acylase = 5.3

Continued.
SMILES	PvdQ acylase	dFosB act	CAL PDZ FP-1	SR-BI DiI inh	SR-BI DiI-HDL act	MITF TRPM1 HTS	Rtt109 HAT inh	PfHsp90 set2	CAL PDZ FP-2	NSD2 inh
Cc1ccc(C2CN(C)C3(C(=O)Nc4ccccc43)C23COc2ccccc2C3=O)cc1 (configuration not stated)	3.8	-10.0	-2.1	44.3	-44.3	·	27.2	-10.9	1.0	-0.3
CC1(COS(N)(=O)=O)CCCCC1	-10.7	3.3	-0.1	-2.1	2.1	-2.9	0.9	·	0.7	·
CCOc1ccc(S(=O)(=O)Nc2cc(OC)ccc2OC)cc1	-8.2	-9.8	-1.7	3.8	-3.8	-3.1	-0.8	-41.8	-0.9	0.5
Cc1cccc(/C=C/c2onc(C)c2S(=O)(=O)N2CCC(C(=O)N3CCCCC3)CC2)c1	9.4	0.9	·	30.5	-30.5	3.9	0.3	27.3	-1.0	1.6
Cc1ccc(N(C)C(=O)N2CCN(c3ccccn3)CC2)cc1	0.1	12.5	-2.2	·	·	-12.0	3.0	15.0	1.0	·
CCN(CC(=O)NC(C)C)C(=O)c1ccc(Cl)cc1	-5.7	-7.9	·	6.5	-6.5	-5.1	18.0	11.6	-1.5	-3.2
O=C(NCCC1CCCCN1S(=O)(=O)c1ccccc1)C(=O)NCc1ccccc1 (configuration not stated)	12.2	-7.8	-1.1	20.7	-20.7	-10.8	-3.8	-15.4	1.2	-0.7
CCOC(=O)CSc1nnc(-c2ccc(OC)cc2)n1CC	-17.2	2.4	1.5	-15.1	15.1	4.6	-3.5	4.2	-1.3	0.4
COc1ccc(C)cc1NC(=O)c1cc(S(=O)(=O)N2CCC3(CC2)OCCO3)ccc1F	-3.5	-4.7	2.4	48.4	-48.4	-0.6	-3.4	-15.4	-2.8	7.3
CNC(=O)c1[nH]cnc1C(=O)Nc1cccc(Cl)c1	0.5	-6.9	-5.0	-9.3	9.3	22.6	-4.7	-19.4	-1.7	·
C=CCc1c(C)nc(SCCC)[nH]c1=O	-0.2	-4.4	-1.4	11.3	-11.3	-3.3	2.6	8.8	-2.3	·
CC(C)COC(=O)N1CCCC1C(=O)O (configuration not stated)	-15.3	3.2	3.9	-20.3	20.3	-13.5	-23.6	1.8	0.2	-0.4
O=C(c1ccc(S(=O)(=O)c2cccc(Cl)c2)c([N+](=O)[O-])c1)N1CCN(c2ccccn2)CC1	-0.7	2.9	2.8	10.2	-10.2	-41.3	-1.6	·	-1.5	3.8
COc1ccc2c(c1OC)C(=O)OC2C1c2c(cc3c(c2OC)OCO3)CCN1C (configuration not stated)	6.0&-3.3&9.1	0.1&5.6&1.4	-1.0&0.1&-0.3	0.6&2.9&-3.7	1.8&-2.9&3.7	2.7&-6.0&8.6	8.3&5.7&10.7	-1.7&8.3&-24.1	-0.5&0.4&-0.6	·
COCC(=O)N(C)C[C@H]1N[C@@](Cc2ccccc2)(C(=O)OC)[C@H]2C(=O)N(Cc3ccccc3)C(=O)[C@@H]12	-7.5	-10.1	-2.3	7.0	-7.0	-9.8	4.2	-8.8	-0.8	·
CCOC(=O)N1CCN(C(=O)CSCc2ccccc2)CC1	-15.6	-1.6	0.5	-8.6	8.6	26.7	-1.6	8.1	0.1	-1.3
CCC/C(C#Cc1cc(OC)cc(OC)c1)=C1/c2ccccc2C(=O)N1c1ccccc1	0.2	2.3	-1.7	12.8	-12.8	-9.5	-1.6	-7.2	-0.7	·
CCOc1ccc(N2C(=O)C3CC(C)=C(C)CC3C2=O)c([N+](=O)[O-])c1 (configuration not stated)	-16.4	-0.3	-1.5	-3.7	3.7	-2.4	2.5	-30.1	·	-4.9
CCOc1ccccc1NC(=O)c1ccc(C(=O)Nc2ccccc2OCC)nc1	-14.3	-7.7	-5.0	57.4	-57.4	·	6.3	-25.6	-0.6	-2.2
CCOC(=O)c1ccccc1NC(=O)CSc1nc2[nH]ncc2c(=O)[nH]1	10.6	-3.3	-4.5	-31.1	31.1	-0.7	0.5	·	-2.4	2.7
CCCOc1ccc(NC(=O)C2CC(=O)N/C(=N/N=C(C)/C=C/c3ccc(N(C)C)cc3)S2)cc1 (configuration not stated)	-2.5	-10.2	-2.0	82.2*	-82.2	57.8	4.1	·	-0.6	2.6
O=C(CN1C(=O)c2ccccc2S1(=O)=O)NCCc1ccc(F)cc1	-10.6	-0.3	-0.3	-18.8	18.8	1.6	5.9	11.5	0.1	0.1
CCCN(CC(=O)Nc1ccccc1OC)C(=O)CSC(=S)N1CCCC1	-5.0	1.2	60.2*	3.1	-3.1	3.8	-3.4	11.3	-0.2	0.8
O=C(CNC(=O)OCc1ccccc1)OC(c1ccccc1)c1ccccc1	12.1	-2.8	-4.2	1.3	-1.3	4.9	-0.5	-8.8	0.8	-0.8
Cc1ccc(S(=O)(=O)NCC(=O)OCC(=O)N2CC(=O)Nc3ccccc32)cc1	-9.7	-11.6	-1.5	-3.0	3.0	-19.2	0.0	1.0	1.5	-2.9
CCOc1ccc(Nc2cc(Nc3ccccc3OCC)nc(C=C(C#N)C#N)n2)cc1	-20.3	-2.9	·	-9.2	9.2	·	3.2	0.3	-0.5	-3.8
CCN1C(=O)NC(c2cc(Br)ccc2OC)C(C(=O)OC)=C1C (configuration not stated)	-12.5	-0.9	-4.5	18.3	-18.3	-9.1	-0.3	3.6	-0.9	3.0
O=C(/C=C/c1cccs1)Nc1ccc(S(=O)(=O)Nc2ncccn2)cc1	-3.1	0.9	4.2	-7.6	7.6	11.3	-10.5	-4.0	-0.6	8.3
CCCCCCSc1ccc([C@@H]2[C@H]3C(=O)N(C)C(=O)[C@H]3[C@]3(C(=O)OC)CCCCN23)cc1OC	-5.1	0.6	-3.4	27.9	-27.9	9.9	-17.3	-26.8	-1.3	·
